TbMetRS inhib – Trypanosoma brucei MetRS inhibition; purified T. brucei MetRS, ATP depletion, Kinase-Glo luminescence; inhibition, % at 11.9 µM; 360,000 tested, 0.4% active; AID 624268;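 active = inhibition above a per-plate cutoff of the control wells' mean inhibition plus 3 SD, cut at about 5.5% in these data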;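 also: 0% = DMSO wells median and 100% = median of wells with control inhibitor compound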
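Dosing: 11.9 µM single point; system: parasite MetRS enzyme; technique: luminescence of leftover ATP; times: 15 min enzyme-compound preincubation, 2 h reaction, 10 min detection, 25 °C; replicates: each compound tested once; read-out basis: percent inhibition relative to median high and low control wells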
MsrA act – activators of bovine methionine sulfoxide reductase A | purified bovine MsrA, absorbance read-out | 360,000 tested, 0.3% active | activation, % at 10.6 µM; in the data active = activation above about 7.5%;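 also: 0% = vehicle and 100% = reference activator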
Scp1 inh – Scp-1 (human) phosphatase inhibition. 340,000 tested, 0.88% active. inhibition, % at 20 µM. Recombinant Scp1, phosphopeptide, malachite green phosphate absorbance. Q9GZU7;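 active = inhibition above about 50% at 20 µM, limit read from the data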;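 also: plate controls were DMSO wells with enzyme for no effect and wells lacking enzyme for full effect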
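Test system – truncated SCP-1 phosphatase (76-261aa) · Reagent – Phosphorylated 17-residue peptide substrate · Incubation – 45 min room-temperature reaction, 5 min colour, 30 min stabiliser · Detection – colorimetric phosphate reagent with accelerator and stabiliser, absorbance at 630 nm · Measure – % inhibition at 20 µM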
STEP block – inhibitors of human striatal-enriched phosphatase STEP. 360,000 tested, 0.25% active. inhibition, % at 20 µM. AID 588621. P54829. recombinant STEP, OMFP fluorogenic substrate, fluorescence;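 active = inhibition at 20 µM, scaled per plate between control wells, above about 37%, limit read from the data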;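 also: 0% = DMSO with enzyme and substrate and 100% = substrate only without enzyme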
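Material: STEP (striatal-enriched tyrosine phosphatase) enzyme, cell-free; Compound dosing: 20 µM single dose in 1% DMSO; Technique: fluorescence read at 480 nm ex / 540 nm em; Times: reaction 20 min, ambient temperature; Medium: 50 mM Bis-Tris pH 6.0 with 2.5 mM DTT and 0.005% Tween 20; Also added: OMFP at 25 µM.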
SUMO1 PPI mod – modulators of human SUMO1-mediated protein-protein interactions | P63165 | SUMO1 binding to a labelled peptide, TR-FRET, 1 h | inhibition, % at 20 µM | 360,000 tested, 0.33% active | AID 602429; in the data active = inhibition above about 37%
DNMT1 block – DNMT1 (human) enzyme inhibition. P26358. DNMT1 molecular beacon, Hinp1I cleavage, fluorescence. inhibition (reported as % activation of signal), % at 10 µM. 360,000 tested, 0.83% active. AID 588458; in the data active = inhibition above about 50%
MsrA inhibitor – inhibits bovine methionine sulfoxide reductase A; purified bovine MsrA, absorbance read-out; inhibition, % at 15.5 µM; 360,000 tested, 0.75% active; AID 651718; in the data active = inhibition above about 4.5%;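 also: 0% = vehicle wells with enzyme and 100% = reference inhibitor wells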
eLon inh – E. coli protease La inhibition | purified E. coli Lon protease, fluorescence polarization | inhibition, % at 7.94 µM | P0A9M0 | 360,000 tested, 0.42% active; in the data active = inhibition above about 13%, passing the limit was not always enough;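 also: 0% = enzyme with probe and DMSO and 100% = no enzyme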
LMPTP inh – blocks human LMPTP phosphatase | recombinant LMPTP-A, OMFP fluorogenic substrate, fluorescence intensity | inhibition, % at 20 µM | 360,000 tested, 0.22% active | AID 651560;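 active = compounds that cut the enzyme signal by at least half of the control window in the single-dose screen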;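 also: plate controls were DMSO wells with enzyme plus substrate for no effect and substrate without enzyme for full effect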
Target sequence (P24666 whole entry, looked up): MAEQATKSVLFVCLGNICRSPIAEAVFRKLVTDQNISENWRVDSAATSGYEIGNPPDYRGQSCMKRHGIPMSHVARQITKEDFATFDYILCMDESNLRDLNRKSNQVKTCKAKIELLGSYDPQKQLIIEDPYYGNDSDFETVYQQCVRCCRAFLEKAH
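Material: LMPTP-A; amount: 0.625 nM enzyme; doses: single 20 µM dose; times: reaction 50 min, room temperature, dark; technique: fluorescence intensity of OMFP turnover product; benchmarks: no-enzyme and uninhibited controls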
CendR NRP1 mod – alters CendR peptide binding to human NRP-1 | O14786 | FAM-RPARPAR peptide binding to NRP-1, fluorescence polarization | inhibition, % at 25 µM | 360,000 tested, 0.85% active | AID 602438;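 active = inhibition or corrected inhibition above about 18%, plus a signal ratio from 0.5 to 1.5, limit read from the data, passing the limit was not always enough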; also: strong numbers were not always called active
Target sequence (O14786 whole entry, looked up): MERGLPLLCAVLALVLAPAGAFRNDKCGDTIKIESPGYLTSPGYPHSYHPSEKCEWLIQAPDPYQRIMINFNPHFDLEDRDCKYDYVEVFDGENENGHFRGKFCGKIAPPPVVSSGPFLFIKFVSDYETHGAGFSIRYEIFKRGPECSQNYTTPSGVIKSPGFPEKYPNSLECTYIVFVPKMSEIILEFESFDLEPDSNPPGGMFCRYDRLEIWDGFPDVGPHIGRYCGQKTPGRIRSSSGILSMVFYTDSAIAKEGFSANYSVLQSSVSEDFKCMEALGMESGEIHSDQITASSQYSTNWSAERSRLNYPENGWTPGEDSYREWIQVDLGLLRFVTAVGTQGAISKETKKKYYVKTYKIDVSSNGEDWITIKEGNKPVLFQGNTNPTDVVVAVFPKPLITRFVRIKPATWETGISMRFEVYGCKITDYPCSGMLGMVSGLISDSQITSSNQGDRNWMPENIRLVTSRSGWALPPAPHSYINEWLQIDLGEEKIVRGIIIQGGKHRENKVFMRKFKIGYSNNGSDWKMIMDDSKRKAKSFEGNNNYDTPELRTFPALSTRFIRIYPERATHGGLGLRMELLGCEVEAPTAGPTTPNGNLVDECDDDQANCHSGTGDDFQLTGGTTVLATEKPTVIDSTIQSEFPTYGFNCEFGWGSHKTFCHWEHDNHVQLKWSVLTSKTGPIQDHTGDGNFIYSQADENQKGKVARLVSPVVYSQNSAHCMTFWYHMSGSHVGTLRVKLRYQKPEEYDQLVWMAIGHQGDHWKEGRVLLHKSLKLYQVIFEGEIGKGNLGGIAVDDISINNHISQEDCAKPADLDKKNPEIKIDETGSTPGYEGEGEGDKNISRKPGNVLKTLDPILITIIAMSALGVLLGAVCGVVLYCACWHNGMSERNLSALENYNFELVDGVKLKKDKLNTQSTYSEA
An asterisk follows results filed as active; nt = not tested or not shown.

MsrA inhibitor,SUMO1 PPI mod,STEP block,CendR NRP1 mod,Scp1 inh,eLon inh,MsrA act,DNMT1 block,TbMetRS inhib,LMPTP inh,mol
0.5,0,-2,-3,-8,-5,-4,10,-0.6,-2.1,CC(C)CCN1CCC(CN2C(=O)C(=O)NC[C@@H]2Cc2ccccc2)CC1
-2.0,-2,2,-20,3,0,0,-2,-0.8,-5.0,CN1CCN(CCCN(Cc2cccs2)C(=S)Nc2ccc(Cl)cc2)CC1
1.6,-1,3,-15,-9,-4,-1,-1,-0.3,1.2,CCOc1ncccc1C(=O)OCC(=O)Nc1cc(S(=O)(=O)N2CCCCC2)ccc1Cl
-0.1,-4,0,2,1,-8,4,-5,0.8,1.8,COc1ccccc1NC(=O)CSc1nc2c(sc3ccccc32)c(=O)n1CCN(C)C
0.4,-2,1,1,-9,-2,-3,-5,0.2,1.7,COc1ccc2c(c1)sc(=N)n2C
1.4,4,4,6,-10,-9,-5,-8,-1.4,-3.6,COc1ccc(-c2nc(-c3cccc(C)c3)nc(N3CCN(C)CC3)c2C#N)cc1
-1.0,5,-1,8,-10,-1,-4,2,-0.3,0.5,NC(=O)c1ccc(NC(=O)c2cncn2-c2ccccc2)cc1
-0.6,0,0,-1,-3,0,-1,0,-0.5,-0.1,Cc1onc(-c2ccccc2)c1C(=O)OCc1nnc(-c2ccccc2)o1
0.2,-3,-2,17,-13,3,-1,0,-0.7,-2.9,COc1ccccc1OCC(=O)NNC(=O)c1cnccn1
1.0,-7,-1,-18,-10,-18,-7,-1,-0.2,1.5,COCCn1c(=NC(=O)c2ccc(S(=O)(=O)N3CCOCC3)cc2)sc2cc(S(N)(=O)=O)ccc21
-0.7,-5,-1,3,-1,44*,-15,0,-0.8,-0.3,CCOC(=O)C1=C(C)NC2=C(C(=O)C(C(=O)OCC)C(c3ccco3)C2)C1c1ccccn1 (stereo not drawn)
-0.5,1,2,-28,10,-2,-4,3,-1.1,-0.9,O=C(COC(=O)CCCN1C(=O)c2ccccc2C1=O)Nc1ncc(Cl)cc1Cl
-2.1,1,-2,0,-4,3,-5,0,1.6,-1.7,Brc1ccccc1OCCCCCN1CCOCC1
2.0,-34,1,3,7,7,-7,4,-0.4,-1.7,Cc1ccc(-c2nc3ccccc3nc2NN)cc1
1.9,-4,-2,9,-5,-1,-5,-10,-0.2,0.9,NC(=O)c1cc(N=Nc2c(N)[nH]n(-c3c(Cl)cc(Cl)cc3Cl)c2=O)ccc1Cl
0.4,4,-1,-1,8,26,-11,3,-2.7,0.6,COC(=O)C(NNc1ccccc1C)(NC(=O)c1ccc(F)cc1)C(F)(F)F (stereo not drawn)
1.2,0,0,5,-9,2,-1,4,-0.1,-1.8,CC(=O)Nc1cccc(Oc2cnc3ccccc3n2)c1
1.6,-4,-4,-3,8,2,-13,9,-1.2,1.4,Cc1cccc(C(=O)NNC(=O)c2cc3cc4ccccc4nc3s2)c1
4.8*,3,3,-21,-7,5,-2,6,0.6,-1.5,C=CCOc1cccc(/C=C\c2nc(O)c([N+](=O)[O-])c(=O)[nH]2)c1
-1.8,-1,4,2,3,3,-1,0,-0.3,-0.5,Fc1ccccc1/C=N/N1CCN(Cc2ccccc2Cl)CC1
-1.4,6,0,5,-8,2,0,2,-0.5,-1.5,O=C(Nc1ccc(Br)cc1)C1C2C=CC3(O2)C1C(=O)N(CCN1CCCCC1)C3C(=O)NC1CCCCC1 (stereo not drawn)
-0.6,1,1,-1,-3,-18,1,-6,-0.2,-0.5,Cn1ccnc1SCC(=O)c1ccc(Br)cc1
0.9,0,-25,-11,-5,4,-10,-7,0.1,0.0,CCOC(=O)c1c(NC(=O)COC(=O)CNC(=O)c2ccco2)sc(C(C)=O)c1C
-0.6,1,0,-3,-6,9,-1,4,0.1,-0.5,CN1C(=O)CC(N2CCN(c3ccccn3)CC2)C1=O (stereo not drawn)
-0.3,-8,-1,20*,-11,-4,1,-2,-0.3,-0.9,COc1ccc(S(=O)(=O)N2CCN(Cc3cccc([N+](=O)[O-])c3)CC2)cc1

Five entries already listed, sorted by molar mass, highest first:
MsrA inhibitor,SUMO1 PPI mod,STEP block,CendR NRP1 mod,Scp1 inh,eLon inh,MsrA act,DNMT1 block,TbMetRS inhib,LMPTP inh,mol
1.6,-1,3,-15,-9,-4,-1,-1,-0.3,1.2,CCOc1ncccc1C(=O)OCC(=O)Nc1cc(S(=O)(=O)N2CCCCC2)ccc1Cl
-0.1,-4,0,2,1,-8,4,-5,0.8,1.8,COc1ccccc1NC(=O)CSc1nc2c(sc3ccccc32)c(=O)n1CCN(C)C
-0.7,-5,-1,3,-1,44*,-15,0,-0.8,-0.3,CCOC(=O)C1=C(C)NC2=C(C(=O)C(C(=O)OCC)C(c3ccco3)C2)C1c1ccccn1 (stereo not drawn)
1.4,4,4,6,-10,-9,-5,-8,-1.4,-3.6,COc1ccc(-c2nc(-c3cccc(C)c3)nc(N3CCN(C)CC3)c2C#N)cc1
2.0,-34,1,3,7,7,-7,4,-0.4,-1.7,Cc1ccc(-c2nc3ccccc3nc2NN)cc1

(cont.)
MsrA inhibitor,SUMO1 PPI mod,STEP block,CendR NRP1 mod,Scp1 inh,eLon inh,MsrA act,DNMT1 block,TbMetRS inhib,LMPTP inh,mol
-0.9,4,3,0,-2,-1,-2,2,1.1,-0.3,Cc1cc(NC(=O)Cn2cnc3c(nnn3-c3cccc(F)c3)c2=O)no1
-0.9,-8,-3,7,-8,9,-3,1,-0.7,-0.2,O=C(c1cccc(OC2CCN(Cc3ccc(F)cc3Cl)CC2)c1)N1CCCC1
-0.5,7,3,8,-9,7,-2,13,-0.6,-0.8,CCOC(=O)c1c(NC(=O)CNC2CCCc3ccccc32)sc(C(N)=O)c1C (stereo not drawn)
5.2*,24,-16,-65,-9,6,-8,-3,-0.6,-0.5,COc1ccc(/C=C/C(=O)NC(=S)Nc2ccc(S(=O)(=O)Nc3nccnc3OC)cc2)cc1
0.5,-2,-3,-8,30,3,0,-2,-0.1,0.6,COc1ccc(-c2cn(-c3ccccc3)nc2CO)cc1
-0.5,3,-5,-8,-3,-4,-4,1,-0.3,0.0,O=C(NC1(C(F)(F)F)NC(=O)N(CC2CCCCC2)C1=O)c1ccco1 (stereo not drawn)
-1.9,-3,2,9,4,2,1,0,-0.3,-1.2,CC(C)NC(=O)NNC(=O)Cn1nnc(-c2cccc(Cl)c2Cl)n1
-0.8,-7,nt,-6,nt,nt,nt,nt,0.2,-0.1,CC(C)C(C(=O)NCc1ccccc1)N1CCN(C(=O)C2CCCO2)CC1 (stereo not drawn)
-1.3,5,0,-15,-11,5,4,0,-0.5,-3.0,CCN(CC)CCNC(=O)C(=O)Nc1ccc(C(=O)OC)cc1
-1.4,-4,0,2,-1,-2,0,-3,-0.3,-0.9,Cc1cc(S(=O)(=O)N2CCN(CC(=O)NCCc3cccs3)CC2)ccc1Br
0.2,9,-1,2,nt,0,-3,-5,-0.2,-1.4,COc1ccc(NC(=O)c2ccc3nc(C)c(N(C)C(=O)CCc4ccccc4)n3c2)cc1OC
nt,-5,-1,4,6,-5,-2,2,-0.2,-5.8,C#CCOCCOCCOCCNc1nc(N2CCN(C(=O)[C@H](CCC(=O)O)n3cc(C(N)CC(C)C)nn3)CC2)nc(N2CCN(C(=O)[C@H](CCC(=O)O)n3cc(C(N)CC(C)C)nn3)CC2)n1 (stereo partly drawn)
1.1,-3,0,-2,-4,3,-10,-1,-0.6,-0.3,COc1ccc(-c2sc(Nc3ccccc3)n[n+]2C)c(C)c1C
0.5,6,-4,16,0,-11,2,5,-0.2,-1.6,CC(C)NC(=O)CS(=O)(=O)c1ccccc1
0.0,7,-2,-14,0,2,1,1,-0.2,-0.2,Cc1cc(Nc2ccc(C(=O)O)cc2)n2nc(C)nc2n1
-0.6,1,1,0,-10,4,0,-6,-0.7,-0.5,CC1CCC2C(C1)c1sc(=O)[nH]c1SC2(C)C (stereo not drawn)
-0.2,-2,-1,12,-1,0,-4,1,-0.9,-1.3,CN(C)CCN(C(=O)CCS(=O)(=O)c1ccccc1)c1nc2c(F)cccc2s1
1.0,32,-1,18,-1,4,-1,1,-0.6,-0.5,O=C(CSc1nnc(NC(=O)c2c(F)cccc2F)s1)NC1CCCCC1
0.6,3,2,0,-15,-2,7,-1,0.0,2.0,Fc1c(CSC(=S)N2CCOCC2)cccc1CSC(=S)N1CCOCC1
-0.9,-40,-2,12,-7,-15,-6,-4,-0.4,-11,CCOc1cc(C(=O)N(C)CC(=O)Nc2cccc(F)c2)ccc1OCC(=O)N1CCOCC1
0.8,56*,1,-22,-1,-50,-2,54*,6.8*,12,N#Cc1c(NC(=O)c2ccccc2Cl)n(Cc2ccccc2)c2nc3ccccc3nc12
1.6,-1,-1,-3,25,-1,-2,-2,-0.9,-2.0,CCCn1c(SCC(=O)Nc2cccc(C(=O)OC)c2)nnc1-c1cccnc1
-0.6,-6,4,-14,3,-9,-3,4,0.1,1.2,CNc1nc(N/N=C/c2cc([N+](=O)[O-])ccc2F)nc(Nc2ccccc2)n1
-1.1,2,-2,-4,-9,-2,-2,0,-0.2,-0.3,O=S(=O)(Nc1ccc(-n2cnnn2)cc1)c1cccc(Cl)c1
-0.2,2,2,5,4,-6,-10,-3,-2.0,2.0,O=C(Cc1ccc(-n2cccc2)cc1)N1CCN(c2ccccc2F)CC1
0.5,2,1,1,-6,-2,-1,-2,-0.8,-1.0,CC(C)CC(=O)NNC(=S)NCc1ccco1
0.3,-22,2,5,-6,-18,3,4,0.3,-0.2,COc1ccc([C@H]2CC(=O)C=C(c3ccc(F)nc3)C2)cc1OC
-0.7,-3,-1,4,-1,-4,-4,-3,1.4,-1.0,Cc1cc(C(=O)NCc2ccco2)c2cc(F)ccc2n1
2.8,1,9,-12,-9,2,-8,-2,-1.2,2.3,CCOC(=O)c1c(-c2cccs2)csc1NC(=O)COC(=O)c1c(C)noc1C
0.4,-8,1,-2,3,2,-1,-4,0.7,4.4,Cc1c(C(=O)NCCC2=CCCCC2)sc2ncnc(N3CCCCC3C)c12 (stereo not drawn)
-0.7,-6,-1,11,-19,3,-1,-5,-0.1,0.3,O=C(NCCOC(=O)Nc1cccc2ccccc12)OCc1ccccc1
0.3,0,-1,7,-14,12,-5,4,-1.6,2.2,COc1ccccc1C(=O)NC(=O)Nc1cccc(Cl)c1
0.8,-4,-2,7,0,1,-6,2,-0.5,-2.5,COc1ccc(-c2cn(CCC(=O)O)c(-c3ccncc3)n2)cc1
1.2,0,0,-1,5,-4,-14,1,-1.1,-1.1,Cc1ccc(NC2=NCC(=O)N2C2CCCC2)cc1C
-0.4,1,-2,13,-8,-4,-2,0,0.1,-2.0,COc1cc(CC(=O)OCC(=O)NCC(C)C)cc(OC)c1OC

The order is random, and some 4.3% of all compounds hit somewhere here.
